Keap1 Nrf2 FP: inhibitors of human Keap1-Nrf2 protein-protein interaction; AID 504523; 340,000 compounds, 0.15% hits; Keap1 Kelch-Nrf2 peptide fluorescence polarization, 1536-well; Q14145; inhibition, % at 9.4 µM; in the data active = inhibition above about 12%;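 note: human Keap1 Kelch domain with fluorescein labeled Nrf2 9mer peptide probe; 0% = neutral control wells and 100% = peptide positive control; higher means more block of Keap1 binding to Nrf2 peptide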
Target sequence (Q14145 whole entry, looked up, the tested form may be a part): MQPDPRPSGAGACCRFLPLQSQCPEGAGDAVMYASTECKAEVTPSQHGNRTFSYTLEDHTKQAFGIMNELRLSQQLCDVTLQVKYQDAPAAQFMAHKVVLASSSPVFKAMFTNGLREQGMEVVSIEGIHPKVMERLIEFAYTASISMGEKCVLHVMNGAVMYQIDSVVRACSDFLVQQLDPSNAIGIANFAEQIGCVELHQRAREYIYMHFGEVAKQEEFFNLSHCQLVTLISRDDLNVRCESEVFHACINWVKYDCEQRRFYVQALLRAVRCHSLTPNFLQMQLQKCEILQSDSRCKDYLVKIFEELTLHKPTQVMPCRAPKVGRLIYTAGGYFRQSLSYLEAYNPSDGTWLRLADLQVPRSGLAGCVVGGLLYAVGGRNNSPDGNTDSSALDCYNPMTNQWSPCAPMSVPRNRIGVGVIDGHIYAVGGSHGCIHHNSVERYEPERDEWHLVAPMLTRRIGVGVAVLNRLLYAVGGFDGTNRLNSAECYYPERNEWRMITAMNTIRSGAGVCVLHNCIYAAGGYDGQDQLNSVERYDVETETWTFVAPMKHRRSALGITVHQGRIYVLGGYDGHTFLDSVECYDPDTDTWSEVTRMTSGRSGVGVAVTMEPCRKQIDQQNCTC
DAGLB inh: diacylglycerol lipase beta (human) inhibition. Q8NCG7. HEK293T DAGLB membrane lysate, EnzChek fluorogenic substrate. inhibition, % at 5.17 µM. 340,000 compounds, 0.059% hits. AID 504411; in the data active = inhibition above about 34%;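 note: 0% = enzyme with vehicle and 100% = wells lacking enzyme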
C-LANA FP: blocks KSHV LANA C-terminal domain binding to DNA | MBP-C-LANA/FAM-LBS DNA binding, fluorescence polarization | inhibition, % at 9 µM | 340,000 compounds, 0.078% hits;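 active = highest replicate inhibition at or above 60% at 9 µM, even if other replicates fall short; inactive = all replicates below 60% inhibition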;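 note: 0% = neutral control wells and 100% = 4 µM acridine orange control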
Rtt109 Vps75: inhibitors of Candida albicans Rtt109/Vps75 histone acetyltransferase; Q5AAJ8; purified Rtt109/Vps75, ThioGlo CoA-SH fluorescence, 4 h; inhibition, % at 34.9 µM; 330,000 compounds, 0.16% hits; AID 540336;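 active = inhibition of at least 50% in every replicate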
CAL PDZ FP-1: blocks peptide binding to the human CAL PDZ domain. Q9HD26. purified CAL PDZ, TMR-peptide fluorescence polarization, 1 h. inhibition, % at 24.9 µM. 300,000 compounds, 0.92% hits. AID 602252;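 active = mean inhibition of at least 30% with at least half of replicates also reaching 30%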;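 note: 0% = DMSO neutral control and 100% = excess unlabeled competitor peptide PRC23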
PKA-R2B act: activators of human PKA-R2B complex | PKA-R2B holoenzyme dissociation, Cy5-IP20 fluorescence polarization; R2B truncated from residue 108, S112A mutant; 0% DMSO only, 100% 113 µM cGMP | activation, % at 11.4 µM | 340,000 compounds, 0.079% hits | AID 504700;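 active = activation above a cutoff set at the mean over all compounds plus 3 SD, cut at about 18% in these data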;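 note: higher means more holoenzyme dissociation and a rise in polarization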
Target sequence (P31323 whole entry, looked up, other chains not shown, the tested form may be a part): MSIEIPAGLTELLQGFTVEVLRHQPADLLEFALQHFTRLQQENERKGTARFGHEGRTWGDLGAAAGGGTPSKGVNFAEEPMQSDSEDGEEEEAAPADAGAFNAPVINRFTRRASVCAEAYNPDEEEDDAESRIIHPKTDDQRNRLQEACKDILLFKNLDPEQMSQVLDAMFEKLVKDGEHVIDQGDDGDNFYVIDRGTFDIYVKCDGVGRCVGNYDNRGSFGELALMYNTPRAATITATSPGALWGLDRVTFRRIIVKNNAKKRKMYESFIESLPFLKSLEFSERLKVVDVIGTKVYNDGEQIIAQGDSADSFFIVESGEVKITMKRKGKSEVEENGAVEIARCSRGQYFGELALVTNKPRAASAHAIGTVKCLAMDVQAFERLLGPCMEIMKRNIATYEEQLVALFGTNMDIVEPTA
cardiac RTF act: cardiac RTF calcium sensitization; activation, % at 7.2 µM; P19429+P45379; IANBD-labeled TnC RTF fluorescence at EC20 calcium; 0% EC20 calcium, 100% full calcium; 340,000 compounds, 0.24% hits;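 active = activation above the mean over all tested compounds plus 3 SD, cut at about 30% in these data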;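 note: rise in fluorescence read as greater calcium sensitivity of cardiac thin filaments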
RTF Ca sens inh: cardiac RTF calcium desensitization; P19429+P45379; IANBD-labeled cardiac RTF, Ca2+ fluorescence; inhibition, % at 7.15 µM; 340,000 compounds, 0.12% hits;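 active = inhibition above the mean inhibition of all tested compounds plus 3 SD, cut at about 17% in these data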;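 note: assay run at fixed EC70 calcium of 1.6 mM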
SR-BI uptake up: SR-BI HDL lipid transfer activation. CHO ldlA[mSR-BI] cells, DiI-HDL uptake fluorescence, 3 h; 100 = double the neutral-control signal. activation, % at 12.5 µM. 320,000 compounds, 0.096% hits. AID 504775;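 active = mean replicate activation of at least 60% and every replicate at or above 60%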;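 note: 0% = median plate neutral-control signal and 100% = twice that signal; values of inactives mirror those of a sister screen read the other way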
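Material – SR-BI-overexpressing, LDLR-lacking CHO cells · Medium – BSA-supplemented, HEPES-buffered Ham's F12, pH 7.4 · Doses – single concentration · Times – compound with DiI-HDL co-incubation, 3 h at 37 °C · Measured by – bottom-read fluorescence, 550/595 nm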
CAL PDZ FP-2: inhibitors of human CAL PDZ peptide binding | 330,000 compounds, 0.02% hits | inhibition, % at 20 µM | purified CAL PDZ, TMR-peptide fluorescence polarization, 1 h | Q9HD26 | AID 504414;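 active = highest replicate inhibition of at least 40%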;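 note: plate controls were DMSO neutral control wells for no effect and unlabeled competitor peptide control wells for full effect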
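Read-out basis: mP drop reported as inhibition | Assay system: Tagged CAL PDZ protein CerCALP, purified | Benchmarks: Unlabelled peptide for full inhibition, DMSO wells as neutral | Schedule: 1 h incubation at room temperature before polarization reading | Buffer or medium: Sodium phosphate/NaCl buffer pH 7.4 with TCEP, IgG, Thesit | Doses: Single point, 20 µM | Measured by: Fluorescence polarization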
* hit, by the source's call; nt = no result given. Hits appear at their usual frequency. About 1.6% of those tested had a hit in this group.

SMILES	Keap1 Nrf2 FP	DAGLB inh	C-LANA FP	Rtt109 Vps75	CAL PDZ FP-1	PKA-R2B act	cardiac RTF act	RTF Ca sens inh	SR-BI uptake up	CAL PDZ FP-2
Cn1c(=O)c2c(nc(NCc3ccccc3)n2CC(=O)NCc2ccccc2)n(C)c1=O	0	-3	1.8	11	-3	-13	-2	-5	-2	-1.5
CC(C)c1ccc(/C=N/NC(=O)c2ccccc2Cl)cc1	2	-1	-0.7	11	-12	4	0	0	3	-0.3
CC1=NN(c2ccccc2)C(=O)/C1=C/c1ccc(-c2ccc(C)c(C(=O)O)c2)o1	1	nt	-0.5	-1	nt	nt	nt	nt	7	-0.8
Cc1ccc2nsnc2c1S(=O)(=O)N1CCN(Cc2ccc3c(c2)OCO3)CC1	0	-3	0.5	nt	-4	3	10	-12	15	-2.5
Cc1ccc2cccc(OCC(=O)N(C)CC(=O)Nc3ccc(F)cc3)c2n1	-4	-4	-3.0	17	4	-2	2	-7	22	0.1
COc1ccc(CN(C)C(=O)c2oc3ccccc3c2CSC)cc1F	0	-7	-0.3	8	-4	3	-3	-9	-32	0.2
CSc1ccc(C2NC(=O)CCC2[N+](=O)[O-])cc1 (stereo not drawn)	-1	-1	0.2	3	-3	7	-1	-6	-9	nt
O=C(c1ccco1)c1cn(CC(=O)N2CCCC2)c2ccccc12	-5	1	1.3	5	-5	-5	-2	-4	-5	-1.5
Cc1cccc(N2CC(C(=O)Nc3nnc(SCc4cccnc4)s3)CC2=O)c1 (stereo not drawn)	2	7	2.1	16	-4	3	-2	0	2	-1.2
O=C(CSc1nnnn1Cc1ccccc1)c1ccccc1F	1	-4	0.9	-4	-2	-7	2	-9	21	0.3
CCC(C)N(C(=O)Cn1cnc2c1c(=O)n(C)c(=O)n2C)C1CCS(=O)(=O)C1 (stereo not drawn)	5	0	0.3	2	1	3	-5	11	23	0.5
O=C(NCc1cccc(F)c1)C1CCN(C(=O)c2sccc2-n2cccc2)CC1	-1	-1	-2.9	-3	0	2	-1	-3	-50	-1.8
Cc1ccc(C(=O)NC(=S)NNC(=O)c2ccccc2)cc1	0	-1	-0.5	-3	-19	0	-5	-3	-3	-0.4
COc1cc(C(=O)NCCC(c2ccccc2)c2ccccc2)cc(OC)c1OC	1	-5	-1.0	-5	-2	-1	-2	0	-12	0.0
O=C(Nc1ccc(Br)cn1)c1ccc2ccccc2c1	-4	-6	0.2	4	4	-8	8	4	-19	-1.0
CC(C)c1cccc(C(C)C)c1NC(=O)c1ccccc1	-5	-1	0.0	-2	-13	-5	9	-9	-3	-5.5
CCOc1cc(/C=N/NC(N)=O)ccc1OCC(=O)Nc1ccc(C)c(C)c1	-3	0	-1.7	-4	-4	-5	0	4	-26	-1.8
CCOC(=O)/C(C#N)=C/c1c(N2CCN(Cc3ccc4c(c3)OCO4)CC2)nc2c(C)cccn2c1=O	0	nt	3.1	2	0	nt	nt	nt	-11	-0.7
NC(=S)C1COc2ccccc2O1 (stereo not drawn)	1	0	0.6	7	13	4	3	-1	14	1.1
Cc1sc2ncnc(SCC(=O)N(C(C)C)C(C)C)c2c1C	-4	-1	-0.4	-9	-1	-10	-4	-2	14	-2.2
Cc1cc(OCc2cccc(S(=O)(=O)N3CCOCC3)c2)ccc1Cl	-1	-1	-1.0	-1	nt	-4	-10	0	-16	-1.5
COc1cccc(CN(CC2CCCO2)S(=O)(=O)c2ccc(S(=O)(=O)N(C)C)cc2)c1 (stereo not drawn)	-6	-4	0.3	-11	nt	-11	-3	2	6	-1.7
COc1nc(Nc2ccc3c(c2)OCO3)nc(OC)n1	-3	-1	0.3	1	nt	0	1	-6	-15	-0.8
Cc1cccc(Oc2c([N+](=O)[O-])c(=O)n(C)c3ccccc23)c1	4	1	1.1	2	nt	13	1	-16	14	-0.9
Clc1ccccc1C1=CC(c2ccco2)n2nnnc2N1 (stereo not drawn)	1	0	0.0	2	-2	-4	-1	-7	3	0.0
CCCCn1c(-c2c(Cl)c(C)nn2C)n[nH]c1=S	4	3	-0.5	3	1	-5	1	2	3	-4.5
Cc1ccc(NC(=O)CCN2C(=O)NC(C)(C)C2=O)cc1F	2	-1	0.4	2	-1	-1	-1	2	19	-1.6
CSc1nc2ncc(C(=O)O)c(N)n2n1	2	-1	0.3	-16	4	-3	-1	-3	20	0.2
CC(C)c1nc2sc3c(=O)[nH]cnc3c2c2c1CCCC2	1	-2	0.4	2	7	-14	-3	-8	nt	-0.1
Brc1ccc(Cn2c(-c3cncs3)nc3ccccc32)cc1	0	0	2.9	2	5	-4	4	-10	4	-1.3
O=S(=O)(NCC(c1ccco1)N1CCCCC1)c1ccccc1C(F)(F)F (stereo not drawn)	-1	0	-1.5	0	0	-3	2	-9	13	-0.1
CCN(CC)c1ccc(NC(=O)CSc2nc3ccccc3c(=O)[nH]2)cc1	-3	4	-0.9	-5	1	-6	4	-6	nt	-1.6
COC(=O)c1ccc(COc2ccc(C=O)cc2OC)o1	-1	-1	0.2	6	-1	11	0	-6	30	-1.2
COC(=O)C(=O)/C=C(\O)c1ccc(C)cc1	-6	4	0.0	14	-2	7	5	-9	20	-0.1
O=C(Nc1ccc(F)cc1F)NC1CCCc2ccccc21 (stereo not drawn)	1	-6	1.1	5	-3	2	-3	-5	-35	0.0
CCc1cc2c3c(c1)C(C)CC(C)(C)N3C(=O)/C2=C1\SC(=O)NC1=O (stereo not drawn)	2	nt	-0.5	27	nt	nt	nt	nt	2	-1.4
CC(C)CN(C(=O)c1cccc(Cl)c1)c1c(N)n(Cc2ccccc2)c(=O)[nH]c1=O	2	1	0.7	11	4	1	-8	-6	3	0.6
O=C(NCCc1ccc(Cl)cc1)C(=O)Nc1cc2c3c(c1)CC(=O)N3CCC2	3	1	1.8	-1	-4	4	1	-14	-38	-1.6
CSc1ccccc1OCc1cc(C(=O)NC(C)c2cnn(C)c2)no1 (stereo not drawn)	-2	-1	-0.4	-4	2	-3	-1	-1	-48	-0.1
CCCNC(=O)C1CCN(S(=O)(=O)c2ccc3c(c2)OCCO3)CC1	-5	1	0.2	-4	-1	-1	-7	5	14	-2.7

Part of the list above in order of SMILES length, smallest number first:
SMILES	Keap1 Nrf2 FP	DAGLB inh	C-LANA FP	Rtt109 Vps75	CAL PDZ FP-1	PKA-R2B act	cardiac RTF act	RTF Ca sens inh	SR-BI uptake up	CAL PDZ FP-2
COc1nc(Nc2ccc3c(c2)OCO3)nc(OC)n1	-3	-1	0.3	1	nt	0	1	-6	-15	-0.8
COC(=O)c1ccc(COc2ccc(C=O)cc2OC)o1	-1	-1	0.2	6	-1	11	0	-6	30	-1.2
CCCCn1c(-c2c(Cl)c(C)nn2C)n[nH]c1=S	4	3	-0.5	3	1	-5	1	2	3	-4.5
Brc1ccc(Cn2c(-c3cncs3)nc3ccccc32)cc1	0	0	2.9	2	5	-4	4	-10	4	-1.3
CC(C)c1nc2sc3c(=O)[nH]cnc3c2c2c1CCCC2	1	-2	0.4	2	7	-14	-3	-8	nt	-0.1
CCCNC(=O)C1CCN(S(=O)(=O)c2ccc3c(c2)OCCO3)CC1	-5	1	0.2	-4	-1	-1	-7	5	14	-2.7
O=S(=O)(NCC(c1ccco1)N1CCCCC1)c1ccccc1C(F)(F)F (stereo not drawn)	-1	0	-1.5	0	0	-3	2	-9	13	-0.1
CCN(CC)c1ccc(NC(=O)CSc2nc3ccccc3c(=O)[nH]2)cc1	-3	4	-0.9	-5	1	-6	4	-6	nt	-1.6
Cc1cccc(Oc2c([N+](=O)[O-])c(=O)n(C)c3ccccc23)c1	4	1	1.1	2	nt	13	1	-16	14	-0.9
COc1cccc(CN(CC2CCCO2)S(=O)(=O)c2ccc(S(=O)(=O)N(C)C)cc2)c1 (stereo not drawn)	-6	-4	0.3	-11	nt	-11	-3	2	6	-1.7

Next structures follow:
SMILES	Keap1 Nrf2 FP	DAGLB inh	C-LANA FP	Rtt109 Vps75	CAL PDZ FP-1	PKA-R2B act	cardiac RTF act	RTF Ca sens inh	SR-BI uptake up	CAL PDZ FP-2
COc1ccc(NC(=O)N(C)C[C@H]2Oc3c(NC(=O)Nc4ccc5c(c4)OCO5)cccc3C(=O)N([C@H](C)CO)C[C@@H]2C)cc1	-5	3	1.2	-5	-5	2	-4	0	-53	0.7
O=C1CC(c2ccc(Cl)cc2)c2c(O)cc(O)cc2O1 (stereo not drawn)	-3	-2	-1.7	3	nt	7	-2	-8	20	-1.2
Cc1c(Cl)cccc1N=C1SCCN1C(=O)CN1C(=O)NC2(CCCC2)C1=O	-3	1	0.0	-9	-2	-2	5	-14	12	-1.4
CCC(C)N1CC(=O)N2Cc3[nH]c4ccccc4c3C[C@H]2C1=O (stereo partly drawn)	-3	0	1.9	1	1	-9	-3	-3	-7	-0.4
CN(CC(=O)Nc1ccc(N2CCOCC2)cc1)CC(=O)Nc1ccccc1C#N	0	0	-1.2	8	2	4	2	7	9	0.1
Cc1cccc(Nc2nc3c(S(=O)(=O)c4ccccc4)nnn3c3ccccc23)c1C	-5	0	0.6	-11	-2	-1	-7	-8	12	-2.7
O=C(NCCCCO)C(F)(F)C(F)(F)C(F)(F)C(=O)NCCCCO	3	2	-0.5	15	-5	-10	-2	-7	11	-1.6
Cn1c(CN2CCCC2)nc2cc(NC(=O)C3CCCCC3)ccc21	-1	-3	1.0	5	-5	-7	-5	-6	19	0.0
O=C(COc1nsnc1N1CCOCC1)N1CCOCC1	2	2	-0.1	1	0	-3	-2	-1	23	-0.3
Cc1c(OCC(=O)C(C)(C)C)ccc2c(-c3ccccc3)cc(=O)oc12	1	-9	2.8	-12	-3	-6	-3	-3	-45	nt
CC1(C)Cc2nc(Cl)c(C#N)cc2CO1	-2	0	-0.4	9	1	4	-4	2	6	-0.5
CCN(c1ccccc1)S(=O)(=O)c1cc(C(=O)NCc2ccccn2)ccc1C	3	1	0.7	4	-2	-4	-7	-1	-2	-1.8
CC(OC(=O)c1cccs1)C(=O)NCCc1ccccc1 (stereo not drawn)	4	-7	-1.3	4	15	-3	-5	9	25	2.2
CSc1ncccc1C(=O)N1CCCC(CCC(=O)NCc2ccccc2F)C1 (stereo not drawn)	-1	-3	0.3	3	5	-12	1	-14	-18	0.7
